# Vif-APOBEC3G blk: Vif-A3G binding inhibition. Q9HC16. HeLa A3G-eYFP + Vif (tagged APOBEC3G with the HIV-1 protein that degrades it), YFP fluorescence, overnight. Potency, µM (titrated, usually from 46.1 µM), for the others: at the highest dose activity, negative = active, hits mostly inhibitors. 410,000 compounds, 0.076% hits;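 note: % is set by controls: 0 for no effect and ±100 for the full control effect; nearly all actives have a fitted effect of over 60% in size; hits raise eYFP signal because A3G escapes Vif-driven loss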
#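 HeLa cells stably expressing Vif and C-terminally eYFP-tagged A3G, seeded overnight at 37 deg C, then exposed to compound by pintool overnight at 37 deg C. Rise in yellow fluorescence (Ex 488/Em 500-530, Acumen) marks blocked Vif-driven A3G degradation.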
# RGS4 inhibitor: human RGS4 inhibition; Transcreener GDP fluorescence polarization, RGS4-accelerated GTP hydrolysis; Potency, µM (series often up to 114 µM), for the others: top-dose activity change, negative = inhibition, hits mostly inhibitors; 390,000 compounds, 0.039% hits; note: % is set by controls: 0 for no effect and ±100 for the full control effect; nearly all actives have a fitted effect of over 75% in size; some results filed as inactive show a strong effect at the top dose
# Target sequence (P49798 whole entry, looked up): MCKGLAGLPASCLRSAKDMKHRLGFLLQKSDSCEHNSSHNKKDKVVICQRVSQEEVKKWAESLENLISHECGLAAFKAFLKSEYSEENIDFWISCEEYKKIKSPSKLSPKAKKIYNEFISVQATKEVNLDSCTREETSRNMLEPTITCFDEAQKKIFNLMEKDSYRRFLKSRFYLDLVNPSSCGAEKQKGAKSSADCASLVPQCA
#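 MLSMR compounds (23 nl, pin-transferred) preincubated 10 min at room temperature with a 500nM (2x) first reagent, then RGS4 at 900nM (2x) plus Transcreener GDP mix added; fluorescence polarization (620/688 nm) read before and after 90 min at 30 °C.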
# Vif-APOBEC3F blk: blocks the Vif interaction with APOBEC3F; HeLa A3F-eYFP + Vif (tagged APOBEC3F with the HIV-1 protein that degrades it), YFP fluorescence increase; Potency, µM (top dose mostly 46.1 µM), for the others: at the highest dose activity, negative = active; 390,000 compounds, 0.2% hits; AID 602313; note: % of control where 0% means no effect; nearly all actives have a fitted effect of over 65% in size
#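 HeLa cells stably expressing Vif plus C-terminally eYFP-tagged A3F were seeded, incubated overnight at 37 deg C, dosed with compound, incubated overnight again at 37 deg C. Yellow fluorescence (Ex 488/Em 500-530) reported blocked Vif-mediated A3F-eYFP degradation.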
# RXFP1 agonist: agonists of human relaxin receptor RXFP1. Q9HBX9. HEK293T-RXFP1 cAMP TR-FRET, 30 min; response scale: percent of porcine relaxin response, buffer zero. Potency, µM (titrated, usually from 57.5 µM), without a hit: at the top dose activation, most hits filed as activators. 370,000 compounds, 0.3% hits; note: % is set by controls: 0 for no effect and ±100 for the full control effect; nearly all actives have a fitted effect of over 60% in size; many of its hits are not listed in these tables
# Target sequence (Q9HBX9 whole entry, looked up): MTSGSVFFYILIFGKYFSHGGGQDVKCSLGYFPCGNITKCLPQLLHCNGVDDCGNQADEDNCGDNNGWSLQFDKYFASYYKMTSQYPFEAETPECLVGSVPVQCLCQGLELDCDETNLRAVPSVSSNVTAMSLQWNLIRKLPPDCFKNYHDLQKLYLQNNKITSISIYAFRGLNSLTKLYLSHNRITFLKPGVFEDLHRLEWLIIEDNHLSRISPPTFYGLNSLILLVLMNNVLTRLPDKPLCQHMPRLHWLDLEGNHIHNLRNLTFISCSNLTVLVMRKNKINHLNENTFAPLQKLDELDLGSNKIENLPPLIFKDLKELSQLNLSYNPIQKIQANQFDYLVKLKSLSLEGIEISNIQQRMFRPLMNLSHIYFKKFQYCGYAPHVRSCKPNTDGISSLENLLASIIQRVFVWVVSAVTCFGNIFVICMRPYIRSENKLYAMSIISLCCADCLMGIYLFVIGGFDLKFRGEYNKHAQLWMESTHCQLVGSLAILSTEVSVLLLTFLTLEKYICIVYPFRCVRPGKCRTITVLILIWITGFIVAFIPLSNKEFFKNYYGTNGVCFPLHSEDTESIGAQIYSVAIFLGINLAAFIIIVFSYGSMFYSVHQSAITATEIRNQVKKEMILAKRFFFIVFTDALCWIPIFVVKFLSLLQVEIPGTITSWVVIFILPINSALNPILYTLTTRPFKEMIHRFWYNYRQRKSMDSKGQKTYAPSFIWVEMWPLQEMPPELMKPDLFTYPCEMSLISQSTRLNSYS
#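 cAMP rise read by TR-FRET after 30 min, 37C compound exposure (up to 58 uM) in RXFP1-transfected HEK293 cells with Ro 20174 present. EC50 from Hill-equation fits, with 29 nM porcine relaxin as 100% and buffer as basal.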
# USP1-UAF1 inh: USP1/UAF1 (human) deubiquitinase inhibition; O94782; recombinant USP1/UAF1, Ub-Rhodamine cleavage fluorescence; Potency, µM (series often up to 57.1 µM), for inactives: top-dose activity change, negative = inhibition, usual class: inhibitors; 390,000 compounds, 0.23% hits; note: % is set by controls: 0 for no effect and ±100 for the full control effect; nearly all actives have a fitted effect of over 60% in size; inactives centre near -12
#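 1 nM enzyme complex + cpd, 15 min RT; start with Ub-Rho 150nM final; kinetic fluorescence ex 480/em 540, 6 reads q60 s. Buffer 50mM HEPES pH 7.8, 0.5mM EDTA, 0.1 mg/ml BSA, 1mM TCEP, 0.01% Tween-20.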
# 12-LOX inh: blocks human arachidonate 12S-lipoxygenase. 580,000 compounds, 1.1% hits. Potency, µM (highest dose often 108 µM), for the others: top-dose activity change, negative = inhibition, actives largely listed as inhibitors. purified 12hLO, xylenol orange hydroperoxide absorbance; note: % is set by controls: 0 for no effect and ±100 for the full control effect
#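 Purified human 12hLO at 150 nM in 25 mM Hepes, 0.01% Triton X-100, pH 7.0, preincubated 15 min at room temperature with compound. Reaction started with 40 uM arachidonic acid, 30 min at room temperature. Hydroperoxide measured by Fe-xylenol orange, 573/405 nm absorbance ratio.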
# IDH1 R132H inh: blocks human mutant IDH1 R132H enzyme. O75874. IDH1-R132H enzyme, NADPH consumption, diaphorase/resazurin fluorescence. Potency, µM (top dose mostly 76.6 µM), for the others: at the highest dose activity change, negative = inhibition, most hits filed as inhibitors. 390,000 compounds, 0.093% hits; note: % is set by controls: 0 for no effect and ±100 for the full control effect; nearly all actives have a fitted effect of over 65% in size
#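 IDH1-R132H (0.5 ug/mL dispensed) in pH 7.5 Tris buffer was preincubated 30 min with compound, then given a substrate mix of 0.016 mM NADPH and 2 mM alpha-KG for 80 min at room temperature; remaining NADPH was read by diaphorase/resazurin fluorescence.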
# TrxR1 substrate: rat thioredoxin reductase 1 substrate activity | 390,000 compounds, 0.01% hits | O89049 | Potency, µM (doses to about 114 µM), for the others: top-dose activity change, negative = substrate turnover | purified TrxR1 substrate turnover, NADPH consumption readout; note: % is set by controls: 0 for no effect and ±100 for the full control effect; nearly all actives have a fitted effect of over 50% in size
#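 Rat TrxR1, dispensed at 90 nM, was prereduced with 400 uM NADPH (final) for 5 min at ~22 deg C, then incubated with compound 15 min before 400 uM selenite. A first-read NADPH fluorescence drop versus no-compound background flagged substrates.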
# rTrxR1 inhibitor: inhibitors of rat thioredoxin reductase 1. recombinant rTrxR1, NADPH fluorescence consumption, selenite substrate. 390,000 compounds, 1% hits. Potency, µM (top dose mostly 114 µM), for inactives: top-dose activity change, negative = inhibition, most hits filed as inhibitors. O89049; note: % is set by controls: 0 for no effect and ±100 for the full control effect; nearly all actives have a fitted effect of over 65% in size
#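 Rat TrxR1 (90 nM in the dispensed reagent) was pre-reduced with 400 uM NADPH for 5 min at room temperature, then incubated with compound for 15 min. After 400 uM selenite was added, NADPH fluorescence (Ex 340/Em 450 nm) was followed for 8 min.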
# The depositor's hits bear a star; ? = inconclusive; . = no result given; [ ] = dose if it differs, or a comment. Calls come from the whole dose curve; as a rule, active = well fitted curve in the direction sought with a large enough effect; inconclusive = small, poorly fitted or top-dose-only effect, or another doubt; inactive = no such curve, though single readings can be large; an effect the other way counts as inactive or inconclusive. Potency is the fitted concentration of half-maximal effect. Only part of the results is shown, so the mix of outcomes need not match the whole.
# Below each compound – Vif-APOBEC3G blk	RGS4 inhibitor	Vif-APOBEC3F blk	RXFP1 agonist	USP1-UAF1 inh	12-LOX inh	IDH1 R132H inh	TrxR1 substrate	rTrxR1 inhibitor
Cc1nc(N)ncc1Sc1ccccc1
  -5.1%	-8.9%	-14.6%	0.4%	-16.0%	14.7%	5.5%	5.1%[57.1 µM]	-0.8%[57.1 µM]
Nc1ncnc2c1ncn2[C@@H]1O[C@H](CNC(=O)[C@@H](N)Cc2ccccc2)[C@@H](O)[C@H]1O
  -3.0%	-4.8%	6.8%	.	-6.4%	33.2%[activator]	-2.9%	1.8%	-2.0%
CC(C)(C)c1cccc(OCCCSc2ncccn2)c1
  -7.4%	-13.6%	1.3%	1.2%	-23.5%	0.0%	6.9%	-7.0%	-9.8%
Cc1ccc(S(=O)(=O)N2C[C@H]3n4c(=O)ccc(=O)n4C[C@H](OC(=O)NC4CCCC4)[C@@]3(O)C2)cc1
  -11.8%	.	-6.2%	.	-6.5%	-13.2%	-1.4%	.	.
Cn1nc(-c2ccccc2)c(CSc2cccc(Cl)c2)c1Cl
  ?	-18.2%	0.9%	-1.7%	?	0.0%	2.7%	-16.4%[11.4 µM]	12.3%[11.4 µM]
COc1ccc(N(CC(=O)NCc2ccccc2Cl)S(=O)(=O)c2c(C)[nH]c(=O)[nH]c2=O)cc1
  -6.6%	-3.0%	0.9%	-1.7%	9.8%	-29.0%	-6.4%	6.2%	15.4%
O=C(O)Cn1cc(CN2CCOCC2)c2ccccc21
  -0.4%	-15.4%	-0.1%	-0.3%	-22.5%	?	10.2%	0.4%	2.4%
CN(c1ccc(F)cc1)S(=O)(=O)c1ccc(Cl)c(C(=O)NC2(C)CCS(=O)(=O)C2)c1 (configuration not stated)
  1.5%	6.1%	-10.5%	-2.3%	-16.0%	-6.2%	-1.8%	1.7%	14.4%
O=C(CNC(=O)c1cccs1)NCC(=O)OCc1cccc(Cl)c1
  -6.0%	14.9%	-2.0%	-2.5%	?	11.4%	0.8%	9.2%	5.7%
Cc1c(OCc2ccc(C(=O)O)cc2)ccc2c(-c3ccccc3)cc(=O)oc12
  6.7%	-18.4%	-0.4%	3.0%	?	?	?	2.8%	0.2%

# Random excerpt: two records from the list
# Below each compound – Vif-APOBEC3G blk	RGS4 inhibitor	Vif-APOBEC3F blk	RXFP1 agonist	USP1-UAF1 inh	12-LOX inh	IDH1 R132H inh	TrxR1 substrate	rTrxR1 inhibitor
Nc1ncnc2c1ncn2[C@@H]1O[C@H](CNC(=O)[C@@H](N)Cc2ccccc2)[C@@H](O)[C@H]1O
  -3.0%	-4.8%	6.8%	.	-6.4%	33.2%[activator]	-2.9%	1.8%	-2.0%
Cc1nc(N)ncc1Sc1ccccc1
  -5.1%	-8.9%	-14.6%	0.4%	-16.0%	14.7%	5.5%	5.1%[57.1 µM]	-0.8%[57.1 µM]

# Next records follow:
# Below each compound – Vif-APOBEC3G blk	RGS4 inhibitor	Vif-APOBEC3F blk	RXFP1 agonist	USP1-UAF1 inh	12-LOX inh	IDH1 R132H inh	TrxR1 substrate	rTrxR1 inhibitor
N#C/C(=C\Nc1ccc(F)c(Cl)c1)C(=O)C1CC1
  0.0%	17.0%	1.3%	-0.9%	-12.7%	0.0%	-7.5%	-8.5%	-4.9%
Brc1ccc(-c2noc3c2-c2nc(-c4ccccc4)sc2CC3)cc1
  -2.0%	-4.3%	-6.5%	.	-23.0%	?	-13.0%	-13.4%	12.7%[57.1 µM]
COc1ccccc1CNC(=O)c1ccc2c(c1)N(Cc1ccc(C)cc1)CCS2
  4.3%	1.3%	-0.3%	10.6%	-14.2%	-10.8%	25.0%	42.9%[activator]	43.7%
Cc1ccnc(N2CCC(C(=O)NCc3ccc(F)cc3)CC2)n1
  3.8%	-2.5%	0.9%	8.3%	-15.3%	7.5%	2.4%	10.1%	6.9%
COc1ccc(S(=O)(=O)Nc2cccc(-n3cnnn3)c2)cc1
  0.6%	19.3%	2.3%	-0.3%	-23.5%	-17.4%	-6.0%	5.3%	27.7%
Cc1c(C(=O)NCc2ccc3c(c2)OCO3)oc2ccc(S(=O)(=O)N3CCCCCC3)cc12
  0.5%	6.2%	-5.6%	0.4%	-20.4%	-6.1%	0.0%	9.4%[57.1 µM]	27.8%[57.1 µM]
CCOC(=O)C#CC(CCc1ccccc1)OS(N)(=O)=O (configuration not stated)
  -4.4%	-20.2%	1.8%	0.0%	-0.6%	-18.7%	-8.5%	-0.2%[57.1 µM]	?
COc1ccc(C2/C(=C(/O)c3ccc4c(c3)CC(C)O4)C(=O)C(=O)N2CCCN2CCOCC2)cc1 (configuration not stated)
  -9.8%	14.4%	-4.3%	11.3%	-7.7%	?	-18.1%	-2.4%	-7.7%
COc1cc(C(=O)OCC(=O)N2CCCC2)cc(OC)c1OC
  -0.5%	2.1%	0.3%	1.9%	-3.6%	15.2%	5.1%	1.0%	-3.0%
COc1ccc(C(=O)NC(=S)N2CCC(C)CC2)cc1Br
  4.6%	-54.0%	1.6%	0.6%	-17.0%	?	1.2%	4.8%	-2.8%
CCN(CC)c1ccc(/C=N/N2CCN(c3ccccn3)CC2)cc1
  3.2%	-15.0%	6.0%	-1.4%	-14.0%	77.0%[activator]	6.6%	6.9%[57.1 µM]	6.5%[57.1 µM]
C#CCN(CC=C)C(=O)CCc1nnc(COc2ccccc2)o1
  -0.1%	-40.4%	2.4%	2.3%	-19.5%	-18.4%	-2.7%	-1.2%	17.7%
COc1ccc(Cl)cc1NC(=O)CN(C)C(=O)c1ccc(OCc2ccccc2)c(OC)c1
  -1.5%	-8.8%	1.1%	1.1%	-12.1%	-17.3%	2.7%	-7.3%[57.1 µM]	4.4%
O=C(CN(Cc1ccco1)C(=O)c1cccc(Cl)c1)Nc1c(Cl)cc(Cl)cc1Cl
  -2.2%	-38.1%[56.9 µM]	-5.6%	0.3%	-19.4%	19.3%	1.6%	-1.3%	-2.0%
CN(Cc1c(F)cccc1Cl)C(=O)c1ccc(NS(=O)(=O)c2ccc3[nH]c(=O)[nH]c3c2)cc1
  -4.2%	10.3%	?	-0.6%	-0.5%	-2.5%	-8.9%	-1.0%	17.9%
NC(=O)c1ccc(-c2csnn2)cc1
  0.2%	-14.1%	-3.9%	-0.6%	11.7%	132.7%[activator]	-0.5%	3.8%[57.1 µM]	-4.4%[57.1 µM]
Cc1cn(C2OC(COC(=O)c3ccccc3)C(OC(=O)c3ccccc3)C2OC(=O)c2ccccc2)c(=O)[nH]c1=O (configuration not stated)
  2.2%	-2.1%	-5.1%	0.2%	-4.1%	11.1%	0.5%	6.8%	30.3%
Cc1ccc(CC2C(=O)N(c3ncccn3)C(=O)C2C)cc1 (configuration not stated)
  -1.1%	0.1%	2.9%	0.7%	-11.0%	9.5%	-3.5%	5.3%	18.5%
COc1ccc(-c2cc(-c3ccco3)[nH]c(=O)c2C#N)cc1
  0.0%	18.3%	-0.1%	-6.4%	-12.1%	39.8µM*	-4.1%	13.6%	?
COC(=O)c1c(SC)nc2ccccc2c1OCc1ccc(Br)cc1
  -0.6%	0.6%	2.9%	6.6%	-24.6%	-8.4%	1.8%	6.1%	25.6%
NC(=O)c1ccc(Oc2ccc(Cl)c3ccccc23)c([N+](=O)[O-])c1
  -0.4%	-49.0%	-2.9%	-0.1%	-23.9%	6.7%	3.3%	-7.4%	-0.5%
O=C(NCc1ccccc1)[C@]1(C(F)(F)F)C[C@H](CCC2CCCCC2)CCCO1
  0.2%	-12.8%	.	.	.	.	.	-13.1%	1.1%
O=C(NC(=S)Nc1ccc(Br)cn1)c1cncc(Br)c1
  1.2%	-13.1%	-12.6%	0.9%	-13.3%	22.1%	0.9%	5.6%[57.1 µM]	-8.6%[57.1 µM]
CN(C)C(=O)CNC(=O)CN1C(=O)NC2(CCCc3sccc32)C1=O (configuration not stated)
  -1.0%	17.6%	-5.3%	0.2%	-19.0%	-1.5%	-4.5%	7.1%	25.9%
O=C(CSc1nnc(-c2ccccc2F)n1CCc1ccccc1)Nc1ccc2[nH]c(=O)[nH]c2c1
  1.0%	-4.7%	0.2%	3.1%	-13.7%	9.7%	0.7%	9.7%[57.1 µM]	-15.1%
Cc1nn(Cc2ccccc2)c(C)c1NC(=O)c1cc2nc(-c3ccco3)cc(C(F)(F)F)n2n1
  4.5%	-9.3%	0.3%	3.1%	-18.3%	0.0%	6.3%	11.7%	-17.3%
CN(CCO)C(=O)c1ccc(-c2nn(C)c(=O)c3ccccc23)cc1
  -2.8%	22.7%	6.4%	2.5%	2.0%	3.9%	-2.7%	1.8%	8.3%
O=C(CNC(=O)c1cc(=O)[nH]c2ccc(S(=O)(=O)N3CCOCC3)cc12)Nc1ccc(F)c(F)c1
  -15.2%	-19.6%	-8.0%	.	?	24.3%	0.0%	6.6%	9.7%

# Assay outcomes as filed in PubChem.
